Compound activity deposited in PubChem by National Center for Advancing Translational Sciences (NCATS).
aSyn rescue: rescues yeast growth from alpha-synuclein toxicity. Potency, µM (doses to about 46.1 µM), without a hit: top-dose growth rescue (activation), actives largely listed as activators. 370,000 tested, 0.14% active. AID 652106. Yeast expressing alpha-synuclein, growth rescue, BacTiter-Glo, 24 h; also: potency is read from the fitted curve at half-maximal effect; % of control where 0% means no effect; nearly all actives have a fitted effect of over 65% in size
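Galactose-induced alpha-syn yeast (OD600=0.02, raffinose-pregrown) + pinned cpd, 24 hr, 30 deg C; growth by BacTiter-Glo luminescence. Growth restoration scores as activation.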
GLP1R inv ag: acts as inverse agonist at human GLP-1 receptor. P43220. HEK293 GLP-1R CRE-luciferase, luminescence, 24 h; GLP-1R form is constitutively active. Potency, µM (titrated, usually from 38.3 µM), without a hit: at the top dose activity change, negative = inhibition, actives largely listed as inhibitors. 410,000 tested, 1.6% active; also: potency is read from the fitted curve at half-maximal effect; % is scaled to controls: 0 for no effect and ±100 for the full control effect; nearly all actives have a fitted effect of over 55% in size
Target sequence (P43220 whole entry, looked up): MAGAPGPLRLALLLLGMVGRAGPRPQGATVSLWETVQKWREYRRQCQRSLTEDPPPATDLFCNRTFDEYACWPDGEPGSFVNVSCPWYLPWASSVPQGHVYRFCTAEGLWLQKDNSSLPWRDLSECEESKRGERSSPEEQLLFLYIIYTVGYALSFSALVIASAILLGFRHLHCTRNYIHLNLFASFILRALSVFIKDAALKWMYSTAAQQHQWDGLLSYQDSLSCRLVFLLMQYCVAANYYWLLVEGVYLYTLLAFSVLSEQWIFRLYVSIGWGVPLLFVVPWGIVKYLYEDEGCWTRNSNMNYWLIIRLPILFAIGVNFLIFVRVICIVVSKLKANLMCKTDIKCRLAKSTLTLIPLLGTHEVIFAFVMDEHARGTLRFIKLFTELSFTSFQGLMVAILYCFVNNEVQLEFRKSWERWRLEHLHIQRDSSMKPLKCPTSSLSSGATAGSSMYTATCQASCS
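GLP-1R inverse agonism mode: basal reporter luminescence in engineered HEK293 cells measured after one day of compound exposure at 37 deg C, with a 12 min room-temperature detection step.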
Abeta rescue: A-beta toxicity reversal in yeast; 410,000 tested, 0.063% active; yeast expressing A-beta42, growth rescue, OD600, 48 h; response scale: 0% DMSO, 100% iron-clioquinol control; AID 1347071; Potency, µM (doses to about 46.1 µM), for the others: at the highest dose growth rescue, most hits filed as activators; also: potency is read from the fitted curve at half-maximal effect; nearly all actives have a fitted effect of over 55% in size
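Yeast growth medium received pinned compounds, then yeast cells expressing toxic A-beta were added; plates incubated at 30 C for 48 hr. Growth read as absorbance at 600 nm, normalized to DMSO and equimolar FeCl3 plus clioquinol controls.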
MmCpn inh: blocks the Methanococcus maripaludis chaperonin Mm-Cpn; 330,000 tested, 0.031% active; purified Mm-Cpn ATPase, ADP Transcreener TR-FRET; Potency, µM (titrated, usually from 76.9 µM), for inactives: at the top dose activity, negative = inhibition, actives largely listed as inhibitors; also: potency is read from the fitted curve at half-maximal effect; % is scaled to controls: 0 for no effect and ±100 for the full control effect; nearly all actives have a fitted effect of over 80% in size
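Measured: ADP formation by purified Mm-CPN. Conditions: 25 nM protein, 10 uM ATP, Tris pH 7.4 with Mg2+, K+ and DTT, 37°C for 30 min. Detection: Transcreener HTRF after 30 min at room temperature.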
FUS suppressor: FUS proteinopathy suppression in yeast; S. cerevisiae FUS-expressing, growth rescue, OD600, 24 h; Potency, µM (doses to about 76.6 µM), for inactives: at the highest dose growth rescue (activation), actives largely listed as activators; 390,000 tested, 0.24% active;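 also: potency is read from the fitted curve at half-maximal effect; plate controls were DMSO vehicle for no effect and reference control for full effect; nearly all actives have a fitted effect of over 55% in size; some results filed as inactive show a strong effect at the top dose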
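Yeast expressing FUS under galactose induction, OD 0.005 in 2% galactose medium; compounds in a dilution series, 24 h at 30C. Growth rescue by absorbance at 600 nm; CP55940 positive control, DMSO negative.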
GLP1R cytotox: cytotoxicity counter-screen for GLP-1 receptor inverse agonists; 410,000 tested, 0.13% active; Potency, µM (top dose mostly 38.3 µM), inactives show at the highest dose activity change, negative = inhibition, actives largely listed as inhibitors; AID 624418; HEK293 cAMP-luciferase reporter cells, luminescence, 24 h;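 also: loss of luciferase light is scored as toxicity; potency is read from the fitted curve at half-maximal effect; % is scaled to controls: 0 for no effect and ±100 for the full control effect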
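Luminescence readout: signal drop marks cytotoxicity. Plated cells grew 12 h at 37 °C, 5% CO2, received 23 nL compound for 24 h, then got luciferase reagent, read after 12 min at RT.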
PTHR1 ag: PTHR1 (human) receptor agonism | Potency, µM (highest dose often 115 µM), inactives show top-dose activation, usual class: activators | AID 743266 | 410,000 tested, 0.075% active | HEK293 GP2 PTHR1 cells, GloSensor cAMP luminescence, 1 h; also: potency is read from the fitted curve at half-maximal effect; nearly all actives have a fitted effect of over 55% in size; some results filed as inactive show a strong effect at the top dose; inactives centre near -15; many of its hits are not listed in these tables
Target sequence (Q03431 whole entry, looked up): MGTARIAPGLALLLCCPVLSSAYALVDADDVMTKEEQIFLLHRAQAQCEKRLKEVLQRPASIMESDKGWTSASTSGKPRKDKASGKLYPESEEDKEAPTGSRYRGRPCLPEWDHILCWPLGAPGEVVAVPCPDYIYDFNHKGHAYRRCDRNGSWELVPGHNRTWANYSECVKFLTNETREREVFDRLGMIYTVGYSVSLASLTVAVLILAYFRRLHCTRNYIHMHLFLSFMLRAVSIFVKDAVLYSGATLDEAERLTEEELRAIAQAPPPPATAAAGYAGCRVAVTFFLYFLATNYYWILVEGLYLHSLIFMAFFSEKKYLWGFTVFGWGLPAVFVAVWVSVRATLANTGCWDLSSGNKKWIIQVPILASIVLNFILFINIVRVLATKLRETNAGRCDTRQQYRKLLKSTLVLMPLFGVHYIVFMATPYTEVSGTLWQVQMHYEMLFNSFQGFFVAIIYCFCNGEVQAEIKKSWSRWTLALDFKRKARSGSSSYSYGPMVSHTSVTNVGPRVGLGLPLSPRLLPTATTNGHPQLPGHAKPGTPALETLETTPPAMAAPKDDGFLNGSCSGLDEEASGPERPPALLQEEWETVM
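HEK-293-derived GP2 cells expressing PTHR1 and a GloSensor cAMP reporter, 3,000/well, plated overnight, given luciferin plus IBMX (each 0.5 mM as added) for 1 h at 37 °C, then compound for 1 h at 37 °C. Luminescence was read after 15 min at room temperature.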
TDP43 rescue: rescues yeast growth from TDP-43 toxicity; TDP-43 expressing yeast growth rescue, BacTiter-Glo, 24 h; Potency, µM (highest dose often 46.1 µM), inactives show at the highest dose growth rescue (activation), most hits filed as activators; 410,000 tested, 1.8% active; also: potency is read from the fitted curve at half-maximal effect; % of control where 0% means no effect; nearly all actives have a fitted effect of over 50% in size
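Growth rescue of TDP-43-toxic yeast measured as ATP luminescence (BacTiter-Glo). Cells grown to mid-log in raffinose, induced in galactose at OD600=0.02, exposed to compound 24 hr at 30 deg C.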
pAkt inh: blocks phosphorylation of Akt; Neuro2A IGF-stimulated pAkt S473 HTRF, 20 min; stronger effect = lower value; activity change, % for hits at 50 µM; 360,000 tested, 0.32% active; in the data active = activity change below about -80%; inconclusive = mostly about -51% to -80%; also: % is scaled to controls: 0 for no effect and ±100 for the full control effect
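Neuro2A cells in DMEM with 0.5% FBS, overnight at 37 deg C, given compound at single 50 µM final, then IGF (6 nM final) for 20 min at 37 deg C. Lysed; phospho-Akt Ser473 by HTRF after 24 h, 665/615 ratio.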
The depositor's hits bear a star; i = inactive; u = inconclusive; x = not tested or not shown; [ ] = another dose, or the depositor's remark. Unless noted, calls follow the shape of the dose curve; as a rule, active = well fitted curve in the direction sought with a large enough effect; inconclusive = small, poorly fitted or top-dose-only effect, or another doubt; inactive = no such curve, though single readings can be large; an effect the other way counts as inactive or inconclusive. A portion of the library; the hit share may differ from the screen's.

SMILES	aSyn rescue	GLP1R inv ag	Abeta rescue	MmCpn inh	FUS suppressor	GLP1R cytotox	PTHR1 ag	TDP43 rescue	pAkt inh
O=C(NCc1ccc(F)cc1)c1ccc(CSCc2cccc(Cl)c2)o1	x	u	14%	x	u	7%	-14%	22µM*	x
Cc1ccc(CNC(=O)C2CCN(S(=O)(=O)c3ccc4c(c3)oc(=O)n4C)CC2)cc1	x	-8%	-4%	x	-21%	-3%	-23%	1%	x
CCOc1ccc(-c2oc3cc(Cl)ccc3c(=O)c2O)cc1OC	-6%	-9%	-40%[inhibitor]	x	2%	44%[activator]	i	-3%	x
OC[C@H]1O[C@@H](c2nc(-c3ccc(Br)cc3)no2)C[C@@H]1O	0%	17%	-24%	x	-28%	-2%	-31%[inhibitor]	8%	i
Cc1cccc(C)c1NC(=S)NNc1ncc(C(F)(F)F)cc1Cl	1%	-28%	u	4%	5%	76%[activator]	14%[57.5 µM]	21%	i
O=c1[nH]c2cc3c(cc2cc1C(c1nnnn1CC1CCCO1)N1CCCCCC1)OCCO3 (stereo unspecified)	-1%	38%[activator]	9%	-1%	41%	4%	-9%	-6%	i
O=C(COC(=O)c1ccccc1O)Nc1ncc(Cl)cc1Cl	-4%	-5%	-7%	-3%	35%	-10%	i	-1%	i
Cc1cnc(Nc2nc3ccccc3o2)nc1C(=O)Nc1cccc(C(F)(F)F)c1	1%	u	2%	-1%	39%	u	-12%	13%	-95%*
N#C/C(=C/c1ccc(OCc2ccc(C(=O)O)cc2)cc1)C(=O)Nc1ccccc1	4%	1%	-14%	1%	0%	-2%	-22%	9%	i
CC(NC(=O)C1CCN(CCOc2ccc(Cl)cc2)CC1)c1cccc2ccccc12 (stereo unspecified)	-9%	u	8%	x	8%	4%	u	-11%	i
Cc1ccc(N(CC(=O)NCc2ccco2)C(=O)CCC(=O)Nc2nccs2)cc1	-1%	6%	-10%	0%	10%	3%	-4%	-26%	i
COc1ccc(Cc2nc3ccc(C(=O)N4CCCC4)cc3o2)cc1OC	-2%	193%[activator]	1%	1%	-6%	-1%	-22%	0%	i
COc1cc(C(O)c2nc3ccccc3n2C)cc(OC)c1OC (stereo unspecified)	-14%	16%	-3%	-5%	-9%	-9%	-70%[inhibitor]	-10%	i
O=C(c1ccc(F)cc1F)N1CCN(c2ccccn2)CC1	-1%	0%	-18%	-1%	4%	u	i	2%	i
COc1ccc(OCCC(=O)N2CCCCC2)cc1	-1%	5%	13%	-2%	7%	13%	i	12%	i
Cn1cccc1Cc1nnc(SCC(=O)N2CCc3ccccc32)n1-c1ccc(F)cc1	3%	u	12%	1%	5%	u	-13%	10%	i
FC(F)(F)c1cccc(CNC2c3ccccc3-c3ccccc32)c1	-7%	u	18%	-4%	32%	-4%	-2%	10%	i
COC(=O)c1c(-c2ccc(F)cc2)csc1NC(=O)C1CCCO1 (stereo unspecified)	3%	-24%	4%	-2%	23%	-9%	-40%[inhibitor]	u	i
CCCCNC(=O)C1(C)CCC(=O)N1C1CC1 (stereo unspecified)	-5%	11%	-1%	x	-27%	0%	-25%	22%	i
CCc1nc(SCc2ccccn2)[nH]c(=O)c1C	-6%	35%[activator]	1%	4%	-22%	3%	-11%	-2%	i
CC(OC(=O)CCC(=O)c1ccc(Cl)s1)C(=O)NC1(C#N)CCCCC1 (stereo unspecified)	4%	1%	3%	-12%	x	-3%	i	0%	i
O=C1CN(C(=O)CNCc2cccc(Cl)c2)c2ccccc2N1	-7%	6%	-1%	-2%	5%	-7%	i	-10%	i
CC1=NNC(=O)C1CC(=O)N/N=C/C(C)=C/c1ccccc1 (stereo unspecified)	1%	5%	7%	2%	7%	3%	i	-3%	i
CCOCCSc1nc2c(c(-c3cccs3)c1C#N)CC/C2=C/c1cccs1	-2%	-32%	-6%	1%	x	3%	i	21%	i
CC(=O)C1C(c2ccc(Br)cc2)c2c(noc2C)CC1(C)O (stereo unspecified)	1%	-5%	-7%	3%	7%	-3%	i	4%	i

Not a retest: entries from further up.
SMILES	aSyn rescue	GLP1R inv ag	Abeta rescue	MmCpn inh	FUS suppressor	GLP1R cytotox	PTHR1 ag	TDP43 rescue	pAkt inh
O=C(NCc1ccc(F)cc1)c1ccc(CSCc2cccc(Cl)c2)o1	x	u	14%	x	u	7%	-14%	22µM*	x
Cc1ccc(CNC(=O)C2CCN(S(=O)(=O)c3ccc4c(c3)oc(=O)n4C)CC2)cc1	x	-8%	-4%	x	-21%	-3%	-23%	1%	x
CCOc1ccc(-c2oc3cc(Cl)ccc3c(=O)c2O)cc1OC	-6%	-9%	-40%[inhibitor]	x	2%	44%[activator]	i	-3%	x
OC[C@H]1O[C@@H](c2nc(-c3ccc(Br)cc3)no2)C[C@@H]1O	0%	17%	-24%	x	-28%	-2%	-31%[inhibitor]	8%	i

(cont.)
SMILES	aSyn rescue	GLP1R inv ag	Abeta rescue	MmCpn inh	FUS suppressor	GLP1R cytotox	PTHR1 ag	TDP43 rescue	pAkt inh
CS(=O)(=O)c1ncc(N(Cc2ccco2)Cc2ccco2)c(C(=O)Nc2ccccc2Br)n1	x	-6%	-10%	x	1%	3%	-10%	-11%	x
Cc1cc(O)c(C(=O)c2cnc3c(c2)COc2ccccc2-3)cc1Cl	x	-15%	-7%	x	4%	5%	-1%	20%	x
CCOC(=O)c1cc2sccc2n1CC(=O)Nc1ccc(OC)cc1OC	4%	u	6%	0%	-11%	-15%	14%[57.5 µM]	-6%	i
CC1CN(C(=O)c2ccc3c(c2)OCO3)OC(c2ccccc2)O1 (stereo unspecified)	13%	-19%	5%	1%	-8%	-2%	i	23%	i
CCCCCCCCNC(=O)CCNC(=O)c1ccc(C(C)(C)C)cc1	-2%	-1%	30%	2%	x	-1%	i	7%	i
CC(NCC(=O)Nc1ccccc1C(=O)NC1CC1)c1cccs1 (stereo unspecified)	-3%	13%	-5%	-18%	4%	-8%	i	-17%	i
CC(C)(C)CC(=O)NCc1ccc(F)cc1	-1%	7%	-7%	-2%	7%	-7%	-7%[57.5 µM]	-8%	i
O=C(COc1ccccc1Br)NC1CCCC1	2%	-26%	-23%	1%	x	18%	-32%	27%	i
COc1cc(NC(=O)COC(=O)c2[nH]c(C)c(C(C)=O)c2C)cc(OC)c1	5%	14%	4%	1%	15%	1%	-20%	-14%	i
O=C(NCc1ccc(Cl)cc1Cl)Nc1nc([C@@H]2O[C@H](CO)[C@@H](O)[C@H](O)[C@H]2O)cs1	0%	8%	3%	x	-17%	6%	-4%	22%	i
Cc1cccc(NC(=O)c2nc[nH]c2C(=O)Nc2ccccc2F)c1	16%	16%	2%	x	-6%	-5%	-16%	9%	i
CCC(Sc1nc2cc(OC)c(OC)cc2c(=O)n1Cc1ccco1)C(=O)NCCOC (stereo unspecified)	x	75%[activator]	7%	-1%	13%	-14%	i	-1%	x
N#Cc1cccc(C(=O)C(=O)N2CCCN(Cc3ccc(F)cc3)CC2)c1	2%	-13%	-5%	x	-8%	-11%	-10%	19%	i
O=C(Nc1cc(C(F)(F)F)ccc1N1CCOCC1)c1ccccc1F	-11%	0%	-21%	2%	-30%	21%	i	-2%	i
O=C(CSc1cn[nH]n1)Nc1cccc(C(F)(F)F)c1	1%	3%	3%	0%	2%	-2%	i	-14%	i
O=C(c1ccccc1)c1ccc(C(=O)N2CCN(c3ccc(O)cc3)CC2)cc1	3%	u	24%	1%	21%	6%	-24%	4%	i
Nc1ncnc2c1ncn2CCN1CCOCC1	-14%	0%	12%	0%	-21%	5%	i	13%	i
O=C(CSc1ccc(-c2ccc(Br)cc2)nn1)NC1CCCC1	-3%	13%	6%	-2%	x	0%	i	16%	i
O=C(Nc1cccc(Cl)c1)c1nc[nH]c1C(=O)NCCCNC(=O)c1[nH]cnc1C(=O)Nc1cccc(Cl)c1	-8%	15%	7%	-1%	-4%	9%	-10%	18%	i
COc1cc2c(cc1OC)C(c1ccccc1F)NCC2 (stereo unspecified)	0%	6%	-18%	-2%	3%	0%	-18%	-3%	i
CCOc1ccc(CNC(=O)CCCC(=O)n2nc(C)c3ccccc32)cc1	1%	12%	-6%	0%	15%	15%	-21%	4%	i
CCc1cc2c(SCC(=O)Nc3ncc(Cl)c(C)c3Cl)ncnc2s1	13%	23%	4%	-2%	11%	2%	-18%	29%	i
Nc1nc2ccc(C(=O)N3CCCCC3)cc2s1	-2%	13%	10%	3%	-10%	-33%	i	15%	i
Cc1nc(C(=O)NNC(=O)c2ccccc2)c(C(F)(F)F)o1	1%	-1%	-9%	1%	-34%	-7%	-17%	1%	i
COc1ccccc1CCC(=O)Nc1ccc(S(=O)(=O)Nc2nccs2)cc1	-5%	-14%	-4%	1%	x	-11%	-13%	8%	i
COc1ccc(NC(=O)CSC2=Nc3ccccc3C3=NC(CCC(=O)NCCc4ccccc4)C(=O)N23)c(OC)c1 (stereo unspecified)	x	6%	15%	x	5%	4%	-8%	u	x
CCn1c(SCC(=O)Nc2ccc(N3CCOCC3)cc2)nnc1C1CC1	-11%	16%	-5%	0%	-13%	2%	i	16%	i
O=C(N1CCOCC1)N1CCC(c2nc(-c3ccc(S(=O)(=O)N4CCOCC4)cc3)no2)CC1	0%	-3%	1%	-5%	-16%	-9%	i	0%	i
Cc1scc(C(=O)N/N=C/c2ccc(OCC(C)C)cc2)c1C	3%	8.9µM*	12%	2%	12%	2%	-9%[57.5 µM]	20%	i
